# Screening results from PubChem BioAssay.
# ERK EGF block = qHTS Assay for Inhibitors of the ERK Signaling Pathway using a Homogeneous Screening Assay; Stimulation with EGF | AID 1454, 2008 | hit rate 0.41% among 130,000 | HEK293-V1b, EGF-stimulated phospho-ERK AlphaScreen | Potency, µM (highest dose often 11.5 µM), for inactives: at the top dose activity change, negative = inhibition, most hits filed as inhibitors; active = well fitted inhibition curve with a large enough effect; inconclusive = small, poorly fitted or top-dose-only effect, or effect the other way;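 also: plate controls were stimulated vehicle wells for no effect and unstimulated vehicle basal for full effect; nearly all actives have a fitted effect of over 55% in size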
#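 Phospho-ERK1/2 measured by AlphaScreen (SureFire) after 5 min 25 nM EGF stimulation of V1b-expressing HEK293 cells preincubated 30 min at 37C with titrated compounds; data scaled to DMSO and EGF controls, Hill-fitted AC50.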
# An asterisk follows results filed as active; ? = inconclusive; & = joins results of further samples; [ ] = another dose, or the depositor's remark. Potency is read from the fitted curve at half-maximal effect.
Molecule	ERK EGF block
CCN1C(C)=C(C)S/C1=C1\SC(=S)N(N)C1=O	0%
CC(C)(C)c1ccc(COn2ccnc2)cc1	-7%
Cc1c(-c2ccccc2)oc2c(C(=O)N3CCN(c4ccccc4F)CC3)cccc2c1=O	-8%
Cn1c(=O)c2c(ncn2CC(=O)N/N=C/c2cn[nH]c2-c2ccc(F)cc2)n(C)c1=O	-4%
C/C(CCC(C)C)=N\Nc1cc(C)c2ccccc2n1	5%
COC(=O)c1ccc(OCC2c3cc(OC)c(OC)cc3CCN2C(C)=O)cc1 (stereo not given)	?
CCNc1nc(Oc2ccc(C#N)cc2)cc(C(F)(F)F)n1	6%
CN1c2ccccc2N(C)C1c1c(O)ccc2ccccc12	1%
CC(=O)OC1CC(OC(C)=O)[C@]2(C)C(CC(OC(C)=O)[C@]3(C)C2CC[C@@]2(C)C(c4ccoc4)OC(=O)C4O[C@]432)C1(C)C (stereo not given in full)	-6%
COc1ccc(CNC(=O)COC(=O)CCCOc2ccc(Cl)cc2Cl)cc1OC	-4%
COc1ccccc1NC(=O)/C=C/c1cc([N+](=O)[O-])ccc1OC(F)F	1%[57.5 µM]
O=C(O)c1ccccc1NCc1ccco1	3%[57.5 µM]

# Next section.
Molecule	ERK EGF block
C/C(=C/Cc1c(O)cc2oc(C)cc(=O)c2c1O)COC1OC(CO)C(O)C(O)C1O (stereo not given)	5%
O=C(NC(=S)Nc1nc(-c2ccc(Cl)cc2)cs1)c1cccs1	-2%
O=C(COC(=O)/C=C/c1ccc(Br)o1)Nc1ccccc1F	-4%
CN(Cc1c(F)cccc1Cl)C(=O)C1CC(=O)N(CCc2ccccc2)C1 (stereo not given)	0%
Cc1ccc(S(=O)(=O)Nc2nc3ccccc3nc2Nc2cccc(S(=O)(=O)N3CCCC3)c2)cc1	-1%
COC(=O)C1=C(C)N(Cc2ccco2)C(=O)N[C@H]1c1ccc(Br)cc1	-7%&9%
Cn1nccc1NC(=O)Nc1cccc(Cl)c1	-2%[57.5 µM]
Cc1cccc(OCC(=O)NC(Cc2c[nH]c3ccccc23)C(=O)O)c1C (stereo not given)	-14%
CCn1c(=S)[nH]c2c(c1=O)C(C)(C)Cc1ccccc1-2	-3%
COCCn1c(N)c(Sc2ccc([N+](=O)[O-])cc2)c(=O)[nH]c1=O	1%
CC(C)(CC(=O)O)CC(=O)NNc1ncccc1C#N	0%[57.5 µM]
COc1ccc(-n2c(COc3cccc4ccccc34)nnc2SC(C)C(=O)O)cc1 (stereo not given)	0%

# (more compounds)
Molecule	ERK EGF block
NS(=O)(=O)c1ccc(NC(=O)/C=C/c2cccc(Cl)c2)cc1	5%
CC(N=C(NC#N)Nc1ccncc1)C(C)(C)C (stereo not given)	-4%&1%
Cc1cccc(C(=O)N[C@H](C(=O)Nc2cc(S(=O)(=O)N3CCCCC3)ccc2C)C(C)C)c1	6%
CC1S/C(=N/N=C2CCC(C(C)(C)C)CC2)NC1=O (stereo not given)	-1%
CC(C)CNC(=O)NC(=O)COC(=O)COc1ccc(Cl)cc1Cl	10%[57.5 µM]
COc1ccc(OC)c(NC(=O)CCNS(=O)(=O)c2cccs2)c1	1%
O=[N+]([O-])c1cccc(CNC2CCCCCC2)c1	-8%
CC(C)(C)n1ncc2c(=O)n(Cc3ccc(Cl)cc3)cnc21	-9%
COc1cccc(-c2cc(=O)c3cc(NC(=O)c4ccccc4)ccc3[nH]2)c1	0%
COc1ccc(C(=O)NNC(=O)CSc2nnnn2C)cc1	-8%
CC(=O)N1CCC2(CCN(Cc3cc(C(F)(F)F)cc(C(F)(F)F)c3)CC2)CC1	2%
O=Cc1cccn1-c1sc2c(c1C(=O)O)CCCC2	1%

# Remaining list, next part:
Molecule	ERK EGF block
CC(C)(C)c1nnc(NC(=O)c2cccs2)s1	2%
O=C(CCNc1cccc(F)c1)c1cc2ccccc2o1	23%
COc1ccc2c(c1)O[C@@H](c1ccc3c(c1)OCO3)[C@H](OC(=O)NC1CCCC1)C2=O	1%
CCCOc1ccc(-c2c(=O)n(OCc3ccc([N+](=O)[O-])cc3)c3ccccc3[n+]2[O-])cc1	-1%
O=C(Nc1ccn(Cc2ccc(Cl)cc2)n1)c1ccccc1	1%
COc1ccc(C(=O)N=c2sc3c(C)ccc(OC)c3n2C)cc1OC	-2%[57.5 µM]
Cn1nc(C(C)(C)C)c([N+](=O)[O-])c1C(=O)Nc1ccc(Br)cc1	2%[57.5 µM]
CCc1nc2ccccc2n1CC(O)COc1ccc(NC(C)=O)cc1 (stereo not given)	21%
CC(C)(C)OC(=O)N1CCC(C(=O)N[C@@H](Cc2ccccc2)C(=O)O)(c2ccccc2)CC1	-14%
CN1CCN(C(=O)CSc2cc(=O)n(C)c3ccccc23)CC1	6%[57.5 µM]
CC(/C=C/c1ccco1)=N/NC(=O)CNc1ccccc1C	-9%
O=C(Nc1ccc2oc(-c3ccncc3)nc2c1)c1ccc(F)cc1	-32%

# Continuation:
Molecule	ERK EGF block
O=C(/C=C/c1ccco1)Nc1cccc(C(=O)Nc2ccccc2C(=O)O)c1	3%[57.5 µM]
Cc1ccccc1C(=O)Nc1ccc(N2CCCCCC2)cc1	?
O=C(CN1CCN(c2ccccc2O)CC1)NCCCc1ccccc1	-1%
O=C(Nc1ccc(-c2nnn(CC(=O)N3CCN(C(=O)c4ccco4)CC3)n2)cc1)c1ccccc1F	-3%
CCCCNC(=S)NC(=O)c1ccccc1Br	-13%
CCOC(=O)C1=C(N)Oc2ccc(Br)cc2[C@@H]1[C@@H](C#N)C(=O)OCC	1%
CN(Cc1cnccn1)C(=O)CC1C(=O)NCCN1Cc1cccc(Oc2ccccc2)c1 (stereo not given)	-3%
CC1CN(C(=O)c2cc3cc(Cl)cc(Cl)c3oc2=O)CC(C)O1 (stereo not given)	9%
Cc1c(Nc2nc3ccccc3nc2NS(=O)(=O)c2cccc(Cl)c2)c(=O)n(-c2ccccc2)n1C	-1%
COc1ccc(C(=O)COC(=O)c2ccc3ccccc3n2)cc1	8%
COc1ccc(C2C=C(c3ccc(F)cc3)NC(=S)N2)cc1OC (stereo not given)	-16%
O=C1C(=O)N(CCN2CCCCC2)c2ccccc21	4%

# The list goes on.
Molecule	ERK EGF block
Cc1ccc(S(=O)(=O)c2nc(-c3ccccc3)oc2NCCCN2CCOCC2)cc1	2%
N#Cc1ccc(OCc2nnc(-c3ccc([N+](=O)[O-])cc3)o2)cc1	0%
CCOC(=O)c1c(NC(=O)c2ccccc2Cl)sc2c1CCc1ccccc1-2	3%
CCOC(=O)N1CCN(CC(O)COc2ccccc2C(C)(C)C)CC1 (stereo not given)	-3%
O=C(O)CCc1nn2c3ccccc3n(CC(=O)O)c2nc1=O	5%
CN(Cc1nc(-c2cccc(Cl)c2)no1)C1CCOCC1	-2%
COC(=O)c1ccc(Cn2cc(Cl)cn2)o1	-4%[57.5 µM]
Cn1c(=S)[nH]c2[nH]c(=O)cnc2c1=O	1%
O=C(COc1ccc(Br)cc1)N(CCO)CCO	-4%
N=C1SCC(=O)N1c1ncc(Cc2ccccc2Cl)s1	-8%
CC(C)(C)CC(=O)NC(=S)NCc1ccccc1	-2%
O=C(NCCc1csc(-c2ccccc2)n1)c1c(F)cccc1F	3%

# New compounds follow.
Molecule	ERK EGF block
O=c1cc(-c2ccc(O)c(-c3c(O)cc(O)c4c(=O)cc(-c5ccc(O)cc5)oc34)c2)oc2cc(O)cc(O)c12	-9%
CCCCCCC(=O)N1CCCC(c2nc(-c3cccc(OC)c3)no2)C1 (stereo not given)	-12%[57.5 µM]
Cc1ccc(NC(=O)C2CCCN(C(=O)c3ccc(Cl)cc3)C2)cc1C (stereo not given)	-3%
NS(=O)(=O)c1cccc(NC(=O)COC(=O)CCCc2c[nH]c3ccccc23)c1	4%
FC(F)(F)c1ccc(CN2C[C@@H]3C(c4ccccc4)C4(c5cccnc5)CC3(C4)[C@H]2c2ccccc2)cc1 (stereo not given in full)	-1%
Cc1ccccc1N1C(=O)C2C3C=CC(C2C1=O)N(C)C3=O (stereo not given)	-2%
Cc1ccc(Cn2cnc3sc4c(c3c2=O)CCC4)c(C)c1	1%
COC(=O)c1cc(=O)c2c([N+](=O)[O-])ccc(OC)c2o1	-9%
NC(=O)CSc1nnc(-c2ccncc2)o1	-1%
COCCN(Cc1ccccc1)C(=O)c1c(C)nn(-c2ccccc2)c1C	-1%
CCCCCCCC(=O)OCC(=O)[C@@]1(O)CC[C@H]2[C@@H]3CCC4=CC(=O)CC[C@]4(C)[C@H]3[C@@H](O)C[C@@]21C	5%[57.5 µM]
C[C@H]1C(=O)N(C)CCN1C(=O)c1ccccc1OC1CCN(S(C)(=O)=O)CC1	27%

# Part of the list above, field by field.
> CCCCCCC(=O)N1CCCC(c2nc(-c3cccc(OC)c3)no2)C1 (stereo not given)
- ERK EGF block: -12%[57.5 µM]

> Cc1ccc(NC(=O)C2CCCN(C(=O)c3ccc(Cl)cc3)C2)cc1C (stereo not given)
- ERK EGF block: -3%

> NS(=O)(=O)c1cccc(NC(=O)COC(=O)CCCc2c[nH]c3ccccc23)c1
- ERK EGF block: 4%

> FC(F)(F)c1ccc(CN2C[C@@H]3C(c4ccccc4)C4(c5cccnc5)CC3(C4)[C@H]2c2ccccc2)cc1 (stereo not given in full)
- ERK EGF block: -1%

# Two consecutive records from above:
Molecule	ERK EGF block
O=c1cc(-c2ccc(O)c(-c3c(O)cc(O)c4c(=O)cc(-c5ccc(O)cc5)oc34)c2)oc2cc(O)cc(O)c12	-9%
CCCCCCC(=O)N1CCCC(c2nc(-c3cccc(OC)c3)no2)C1 (stereo not given)	-12%[57.5 µM]

# Later entries:
Molecule	ERK EGF block
CCOc1ccccc1CNC(=O)CCCc1cn(C)c2ccccc12	3%
Cc1nnc2sc(SCc3ccccc3Cl)nn2c1=O	1%
Fc1ccc(C(Nc2ccccn2)c2c[nH]c3ccccc23)cc1 (stereo not given)	3%
CCSc1nc(O)cc(=O)n1CC	6%
CCOC(=O)N1CCN(Cc2cn[nH]c2-c2cc3ccccc3o2)CC1	-7%
COc1nc(SCC(=O)Nc2ccccc2Cl)nc(N(C)C)n1	20%[57.5 µM]
N[C@@H](Cc1ccccc1)c1nnc(SC/C=C/c2ccccc2)o1	2%[57.5 µM]
O=C(O)Cc1sc(-c2ccc(C(=O)O)cc2)nc1-c1ccccc1	-12%[57.5 µM]
C/C(CC(=O)Nc1ccc(N(C)C)cc1)=N\NC(=O)c1ccncc1	-1%
O=C(O)C1Cc2ccccc2CN1S(=O)(=O)/C=C/c1ccccc1 (stereo not given)	1%
Cc1nn(-c2ccccc2Cl)c(Cl)c1/C=N/Nc1nc2ccccc2s1	-9%
Cc1cccc(C)c1NC(=O)NN(C(=O)c1ccccc1)C(C)(C)C	4%

# (next part)
Molecule	ERK EGF block
Nc1ccc2c(c1)COC2=O	-8%
C=CCNC(=O)/C(C#N)=C/c1cn(-c2ccccc2)nc1-c1cccs1	-3%
CN(CC(=O)Nc1cccc(F)c1)CC(=O)Nc1cccc(S(N)(=O)=O)c1	-16%[57.5 µM]
C=CCOc1c(Br)cc(/C=N/Nc2ccc(C(=O)O)cc2)cc1OCC	1%
Cc1cc(/C=C2\Cc3ccccc3C2=O)c(C)n1-c1ccccc1	-3%
Cc1ccc(OCC(=O)Nc2c[nH]c(=O)[nH]c2=O)cc1C	-2%
COc1ccccc1-c1nc(SCC(=O)NCC2CCCO2)c2c(=O)n(C)c(=O)n(C)c2n1 (stereo not given)	7%
COCCOC(=O)C1=C(C)NC(=O)NC1c1ccc(-c2cc(Cl)ccc2Cl)o1 (stereo not given)	?
CCC1(CC)C(=O)NN(c2ccccc2)C1=O	-4%
Cc1c(CNCc2cccs2)c(C(=O)O)c(C)n1Cc1ccccc1	6%
CCOC(=O)c1ccc(NC(=S)NCCc2ccc(OC)c(OC)c2)cc1	11%[57.5 µM]
CC(=O)Nc1nnc(CSCc2ccccc2F)s1	-4%[57.5 µM]

# Next part
Molecule	ERK EGF block
CCN(CC)C(=S)SC1=CCS(=O)(=O)C1	0%
CCOC(=O)C1CCN(C(=O)COc2ccc([N+](=O)[O-])cc2)CC1	-8%
CCCCCN(CCCCC)C(=O)[C@H](CCC(=O)O)NC(=O)c1ccc(Cl)c(Cl)c1	18%[25.7 µM]
CCN(CC)c1ccc(N)cc1S(=O)(=O)Nc1ccc(OC)cc1	2%[57.5 µM]
Fc1ccc(Nc2ccc3ccccc3n2)c(F)c1	1%
CCCNC(=O)c1ccc2c(=O)c(O)c(-c3cccc(Br)c3)[nH]c2c1	-9%[57.5 µM]
Cc1ccc2c(c1)C1CN(C)CCC1N2C(=O)c1cccc(S(=O)(=O)N(C)C)c1 (stereo not given)	0%
CCN(CC)CCn1c(-c2ccc(C)cc2)nc(=S)c2c1CC(C)(C)OC2	2%[57.5 µM]
NS(=O)(=O)c1ccc(CCNC(=O)CSc2ncnc3ccccc23)cc1	-2%
O=C(/C=C/c1ccc(N2CCCCC2)c([N+](=O)[O-])c1)c1ccc(O)cc1	?
CCCS(=O)(=O)c1c(S(=O)(=O)CCC)c2ccc(C(N)=O)cn2c1C(=O)c1ccc(OC)cc1	-5%
COc1ccc(-c2nc(=S)c3c(n2Cc2cccnc2)CC(C)(C)OC3)cc1	-10%[57.5 µM]

# The list goes on.
Molecule	ERK EGF block
CN1CCN(C(=S)c2ccc([N+](=O)[O-])cc2)CC1	-22%
O=c1cc(-c2ccccc2Cl)oc2c(Br)ccc(O)c12	6%
CCOC(=O)CN(C(=O)CNC(=O)c1ccco1)C(C(=O)NC1CCCCC1)c1cccs1 (stereo not given)	21%
O=C(C1=C[C@H](c2ccccc2)C[C@H](OCCCCO)O1)N1CCN(Cc2ccccc2)CC1	-2%[57.5 µM]

# Not all compounds are listed, so the mix of outcomes need not match the whole.
